SSB-PriA inh: inhibitors of Klebsiella pneumoniae PriA binding to SSB C-terminal tail, primary screen, biochemical, AlphaScreen; inhibition, % at 33 µM; PriA–SSB C-terminal tail interaction (Klebsiella pneumoniae); 0.6% of 430,000 active; AlphaScreen SSBct-PriA binding, biotinylated peptide; AID 1272365, 2023; in the data active = inhibition mostly above about 37%, no sharp cut-off; inactive = mostly below about 20%;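 also: plate controls were negative control peptide for no effect and reference peptide for full effect; strong numbers were not always called active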
Numbers without * were called inactive; & = joins results of further samples.

item	SMILES	SSB-PriA inh
1	COc1cc(C)c(C)cc1S(=O)(=O)Nc1ccc2c(c1)N(CCC(C)C)C(=O)C(C)(C)CO2	-12
2	Cc1ccc2nc(C3CN(C(=O)c4cc(-c5ccc(F)cc5)nn4C)C3)[nH]c2c1	4
3	CCCCN(CCCC)C(=NS(=O)(=O)Nc1ccccc1)Nc1ccccc1	-2
4	CCOc1ccc2nc(NC(=O)c3ccc(=O)n(Cc4cccc(F)c4)c3)sc2c1	8
5	Cc1nnc(SCCCNC(=O)Nc2ncccn2)s1	9
6	O=C(Nc1ccn2nccc2c1)c1cccc(Br)c1	-4
7	CCOc1ccc(-c2nc(C#N)c(N3CCCCC3)o2)cc1	94*
8	COc1ccc2cc(C(=O)Nc3cnn(C4CCOCC4)c3)[nH]c2c1	0
9	COc1ccc(C(=O)Nc2noc3ncccc23)cc1OC	-1
10	COc1ccc(CCC(=O)NCCSC2CCOCC2)cc1	-15
11	CSc1nc2ccc(NC(=O)C3CCCN(S(C)(=O)=O)C3)cc2s1 (stereo not given)	-3
12	COc1cccc(NC(=O)NCC2CN(c3ccc(Cl)c(Cl)c3)C(=O)O2)c1OC (stereo not given)	1
13	Brc1ccc(CSc2ccc(-c3ccc4c(c3)OCO4)nn2)cc1	-7
14	CNC(=S)NN=C(C)c1ccc(Cl)c(Cl)c1	12
15	COC(=O)c1c(N)sc(C)c1-c1ccc(F)cc1	8
16	COCCCN1C(=O)C(=O)C(=C(O)c2ccc3c(c2)OCCO3)C1c1ccc(C(=O)OC)cc1 (stereo not given)	-9
17	O=C(/C=C/c1ccco1)NC(=S)NNC(=O)c1cnccn1	66*
18	COc1ccc(-c2cnc(S(=O)CC(=O)Nc3ccc(F)cc3)n2C)cc1 (stereo not given)	3
19	Cc1ccccc1NC(=O)C1C(=O)CC(C)(O)C(C(=O)Nc2ccccc2C)C1c1cnn(C)c1C (stereo not given)	2
20	COc1ccc(C=NNC(=O)c2sccc2C)cc1Cn1nc(C)cc1C	-11

Going on with the list:
item	SMILES	SSB-PriA inh
21	Cc1csc(NC(=O)Cc2cc(=O)[nH]c(SCc3cccc(Cl)c3)n2)n1	-7
22	COc1ccc(C(=O)NN=Cc2ccc(OC(=O)c3ccccc3)cc2)cc1	-9
23	O=C(Nc1ccc(Oc2ccc3nsnc3c2)c(Cl)c1)c1cc(Cl)ccc1O	-14&-2
24	Brc1ccc(/C=N\N=C/c2ccc(Br)cc2)cc1	-8
25	CSCCC(C)(O)CNC(=O)C(=O)NC1CCCC1 (stereo not given)	-12
26	CC(=O)c1cccc(NC(=O)CSc2ncnc3scc(-c4ccc(C)cc4)c23)c1	-1&11
27	Cc1nn(S(=O)(=O)N2CCC(C)CC2)c(C)c1Cl	-48
28	C/C(=N/Nc1nc(-c2ccccc2)c2cc(Br)ccc2n1)c1ccc2ccccc2c1O	-1
29	CN1C(=O)C(C)(C)COc2ccc(NS(=O)(=O)c3cc(F)ccc3F)cc21	-12
30	Cc1nc(-c2ccccc2NC(=O)c2ccc3n[nH]nc3c2)cs1	4
31	Cc1nn(C)c(C)c1S(=O)(=O)NC[C@H](O)C1CCCCC1	-6
32	CS(=O)(=O)c1ccc2nc(N(Cc3cccnc3)C(=O)c3ccc4ncsc4c3)sc2c1	6
33	CCOc1ccc(S(=O)(=O)N2CCCC(c3nnc(COc4ccccc4)o3)C2)cc1 (stereo not given)	-19&-6
34	O=S(=O)(NCc1ccccn1)c1cccc2cccnc12	1
35	Nc1nc(Cl)cc(Nc2ccccc2F)n1	10
36	CC(=O)SCC(=O)Nc1nc2ccccc2s1	-7
37	CCOCC(=O)NCCn1nc(-c2ccccn2)cc1C1CC1	-2
38	Cc1noc(C)c1CC(=O)NCCc1ccncc1	-5
39	C=CCCC(=O)NCC#CCN1CCc2ccccc2C1	-4
40	CC(C)(C)[C@H]1CCc2c(sc3nc(-c4ccccc4)c(-c4ccccc4)n23)C1	9

Entries shown so far that have an NH in an aromatic ring:
item	SMILES	SSB-PriA inh
2	Cc1ccc2nc(C3CN(C(=O)c4cc(-c5ccc(F)cc5)nn4C)C3)[nH]c2c1	4
8	COc1ccc2cc(C(=O)Nc3cnn(C4CCOCC4)c3)[nH]c2c1	0
21	Cc1csc(NC(=O)Cc2cc(=O)[nH]c(SCc3cccc(Cl)c3)n2)n1	-7
30	Cc1nc(-c2ccccc2NC(=O)c2ccc3n[nH]nc3c2)cs1	4

Next part:
item	SMILES	SSB-PriA inh
41	CC1(C)Cc2c(sc(NC(=O)/C=C/c3ccccc3)c2C#N)C(C)(C)N1	8
42	Cc1nc(OCC(=O)Nc2ccccc2Br)c2ccccc2n1	4
43	CC(=O)Nc1ccc(C(C)=NNS(=O)(=O)c2ccccc2)cc1	-8
44	Cc1ccccc1-c1nc(SCC(=O)N2CCCC2)c2c(=O)n(C)c(=O)n(C)c2n1	-10
45	CCSc1ccccc1C(=O)N1CCC(c2nn(C)c(=O)n2C2CC2)CC1	6
46	COc1ccc(NC(=O)CSc2cc(C)c3ccccc3n2)cc1	-12
47	NC(=O)c1cc2ccccc2oc1=NNC(=O)c1ccncc1	-8
48	CN(C(=O)CSc1nc(N)c(NC(=O)c2ccco2)c(=O)[nH]1)c1ccccc1	-10
49	COc1ccc(S(=O)(=O)N2CCN(c3ccc(-c4ccc(Cl)cc4)nn3)CC2)cc1	-4
50	CNC(=S)N=C(Nc1ccccc1)c1ccccc1	-10
51	O=C(CSc1nnc(NC(=O)Cc2cccs2)s1)NCc1ccco1	-4
52	Cc1nc(C)c(CC(=O)N2CCN(c3ncccn3)CC2)s1	-10
53	CCOc1ccc(C(=O)Nc2ccc3c(c2)N(C(=O)C2CC2)CCC3)cc1	-13
54	O=C(Nc1ccc(N2CCCCS2(=O)=O)cc1)C1CC1	6
55	O=C(COc1coc(CN2CCc3ccccc32)cc1=O)NCC1CCCO1 (stereo not given)	-14
56	NCc1ccc(S(=O)(=O)O)cc1	2
57	CCn1nc(C(=O)Nc2cccc3c2C(=O)N(C)C3=O)cc1C	-2
58	COc1cc(C=NNc2nncn2N=Cc2ccc(O)c(OC)c2)ccc1O	-10
59	CCOC(=O)C1=C(N)n2c(sc(=Cc3ccco3)c2=O)=C(C(=O)OC)C1c1ccco1 (stereo not given)	16
60	Cc1ccc(NC(=O)Cn2nc(-n3ccc4ccccc43)ccc2=O)c(Cl)c1	-6

Quoted at random: 3 compounds from above.
item	SMILES	SSB-PriA inh
43	CC(=O)Nc1ccc(C(C)=NNS(=O)(=O)c2ccccc2)cc1	-8
45	CCSc1ccccc1C(=O)N1CCC(c2nn(C)c(=O)n2C2CC2)CC1	6
41	CC1(C)Cc2c(sc(NC(=O)/C=C/c3ccccc3)c2C#N)C(C)(C)N1	8

Continuation:
item	SMILES	SSB-PriA inh
61	CC(C)C(=O)Nc1ccc(SCc2ccncc2)nn1	-3
62	CC(=NNC(=O)c1nnn(-c2nonc2N)c1CN1CCCCCC1)c1ccc(Br)cc1	-8
63	O=C(Cc1csc(NC(=O)Nc2cccc(Cl)c2)n1)NCCc1c[nH]c2ccccc12	-5
64	O=C(NN=Cc1ccc(O)c(O)c1)c1ccc(-n2cnnn2)cc1	-3
65	COC1(CNC(=O)c2cc(-c3ccco3)on2)CCSC1 (stereo not given)	-15
66	CC1CCCC(=NNC(=S)Nc2ccccc2)C1 (stereo not given)	4
67	O=S(=O)(CCc1ccccc1)N1CCN(c2ccc(-c3cccs3)nn2)CC1	-9
68	CC(/C=C/c1ccc2c(c1)OCO2)=NNC(=O)c1ccncc1	-9
69	Cn1nc(CNC(=O)Cc2cccs2)cc1-c1cccs1	-13
70	O=C(Cn1ccn(-c2ccc(F)cc2)c(=O)c1=O)Nc1cccc(C(F)(F)F)c1	6
71	CCOc1cccc(-c2c(C(=O)NN=C(C)c3cccs3)nnn2-c2nonc2N)c1	5
72	Cc1cc(-c2ccncc2)nn1CCNS(=O)(=O)CCC(F)(F)F	-5
73	O=C(CSc1nnc2c(=O)n(-c3cccc(F)c3)ccn12)c1ccc(F)cc1	6
74	Cc1cc(C)c2nc(NC(=O)C(C)C)sc2c1	-3
75	Cc1ccc(CNC(=O)CN2CCN(C[C@H](O)C3CC3)CC2)cc1	-4
76	CCCCC(=O)Nc1cccc(C(=O)NN=Cc2ccc(OC)cc2OC)c1	-11
77	Cn1cccc1C(=O)NC1CCN(c2ccc(-c3ccccc3Cl)nn2)CC1	-11
78	O=[N+]([O-])c1cccc(NCc2cccs2)c1	-57
79	Cc1cc(-c2nnc(NC(=O)CCCSc3ccc(F)cc3)o2)nn1C	4
80	CC1(C)CN=C(N2CCNCC2)S1	-21

Further results follow:
item	SMILES	SSB-PriA inh
81	CC(C)CCOc1ccc(COC2C(C(O)CO)OC3OC(C)(C)OC32)cc1 (stereo not given)	7
82	CCOC(=O)N1CCC(NC(=O)c2cn(-c3ccc(C)cc3)nn2)CC1	-13&3
83	COc1ccc(C[C@](C)(O)CNS(=O)(=O)c2ccc(OC)c(Cl)c2)cc1	-8
84	COc1cc(-c2ccc(SCC(N)=O)nn2)cc(OC)c1OC	12
85	COc1ccc(C(=O)Nc2c3c(nn2-c2ccc([N+](=O)[O-])cc2)CSC3)cc1OC	-8
86	COc1ccc(Cl)cc1C(=O)NCCCn1ccnc1-c1ccccc1	4
87	CCN=c1scc(C)n1N=Cc1ccc(O)c(O)c1O	27
88	Cc1c(Cl)cccc1N1CCN(CC(=O)Nc2ccc(Br)cc2)CC1	-10
89	CCOC(=O)c1c(NC(=O)c2ccc(Cl)s2)sc2c1CCN(Cc1ccccc1)C2	-15
90	COc1cccc(/C=C2\Oc3cc(OCC(=O)N4CCOCC4)ccc3C2=O)c1	-11
91	O=C(Cc1ccc(NC(=O)Nc2cccc(C(F)(F)F)c2)cc1)NCc1cccs1	-7
92	CC(C)(C)C(=O)N1CC(S(=O)(=O)C2CCCCC2)C1	-5
93	S=c1[nH]nc(-c2ccncc2)n1N=Cc1cn(-c2ccccc2)nc1-c1ccc(Cl)cc1	-1
94	Cc1nc(CN2CC(c3nc(-c4ccco4)no3)C2)cs1	-1
95	O=S(=O)(NCc1ccc(F)cc1F)C1CC1	-6
96	Cc1ccc(-c2nc(CN3N=NC4C(=O)N(c5ccc(C(C)C)cc5)C(=O)C43)c(C)o2)cc1 (stereo not given)	-15
97	CCCCc1ccc2nc(Nc3nc4c(F)cccc4s3)sc2c1	-15
98	Cn1nc(CNC(=O)Cc2ccccc2Cl)c2c1CCCC2	-8
99	COc1cc(C(=O)NNc2nc3c(OC)ccc(OC)c3s2)cc(OC)c1OC	-2
100	O=C(NNC(=O)c1cc(=O)c2ccccc2o1)c1ccc(=O)n(Cc2ccccc2)c1	-6

(further entries)
item	SMILES	SSB-PriA inh
101	Cc1ccccc1C(=O)NCCn1cc(SCc2ccccc2)c2ccccc21	-2
102	Cc1cc(C)n2nc(SCC(=O)NN=Cc3ccc(F)cc3)nc2n1	10
103	Cc1nn(Cc2ccccc2)c(Cl)c1C=NNC(=O)c1cccnc1	1
104	COc1ccc2c(c1OC)C(=O)N(Cc1ccn[nH]1)C2=O	-12
105	Cc1ccc(Cl)c2sc(N(Cc3ccccn3)C(=O)Cc3ccccc3)nc12	-6
106	Cc1nc(C)c(C(=O)Nc2ccc(SCc3ccc(F)cc3)nn2)s1	-9
107	CC(=NNC(=S)NC1CCCCC1)c1cccc(Br)c1	-11
108	O=C(OC1CCCC1)N1CCN(C2CC2)C[C@@H]1Cc1ccccc1	-12
109	Cc1nc2c(=S)[nH]nc(-c3ccccc3)c2s1	5
110	COCCN(Cc1ccncc1)C(=O)C1CC1	-10
111	Cc1ccc(NC(=O)C(=O)NC2CCCC2)cc1	-12
112	CCNC(=O)ON=C(C)c1sc(-c2ccccc2)nc1C	-15
113	CNC(=O)c1cccc(-c2noc(C3CN(C(=O)C4CC=CCC4)C3)n2)c1 (stereo not given)	-11
114	O=C(CCS(=O)(=O)c1ccccc1)N1CCN(C(=O)c2cnn3ccccc23)CC1	-10
115	O=C(Cc1csc(Nc2cccc(Cl)c2)n1)N1CCN(c2ccccn2)CC1	15
116	CCCc1nnc(SCC(=O)Nc2ccc(C(=O)OCC)cc2)n1-n1cccc1	-6
117	CC(=O)Nc1cccc(NC(=O)CSc2nc(CC(=O)Nc3ccc(C)c(Cl)c3)cs2)c1	3
118	COc1cccc(C=Nn2nnnc2N)c1OCC#N	-4
119	CC(C)CCCC(C)C1CCC2C3CC=C4CC(OC(=O)/C=C/c5ccc(N(C)C)cc5)CCC4(C)C3CCC12C (stereo not given)	5
120	COC(=O)c1ccccc1NC(=O)c1csc2nc(-c3ccc(F)cc3)cn12	-5&8

Later entries.
item	SMILES	SSB-PriA inh
121	O=C(CS(=O)(=O)c1cn(Cc2ccccc2Cl)c2ccccc12)Nc1ccc2c(c1)OCCO2	-7
122	COc1ccc(C)cc1S(=O)(=O)NC[C@@H](c1ccco1)S(=O)(=O)c1ccc(Cl)cc1	-4
123	CCN(CC)C(=S)SCc1cn2cccnc2n1	10
124	COc1ccc(NC(=O)Nc2cc(-c3cn4nc(OC)ccc4n3)ccc2C)c(OC)c1	-25
125	Cc1nc2ccccc2c(=O)n1N=Cc1cn(-c2ccccc2)nc1-c1cccs1	-13
126	CC(=NNC(=O)c1ccoc1C)c1ccc(NC(=O)c2ccncc2)cc1	-2
127	CCc1ccc(-c2cc3c(=O)[nH]nc(SCC(=O)Nc4cc(Cl)ccc4OC)n3n2)cc1	0
128	CC(=O)c1cccc(NC(=O)Cc2csc(Nc3cccc(C(F)(F)F)c3)n2)c1	8
129	CNC(=O)c1c(NC(=O)c2coc3ccccc3c2=O)sc2c1CCCC2	-3
130	CCC(=O)NC(N)=Nc1nc(C)c2cc(OC)ccc2n1	-8
131	COCCn1cc(NC(=O)N2CCC(C(N)=O)CC2)c2ccccc21	2
132	O=c1[nH]c2cc3c(cc2c(=O)n1Cc1nc(-c2ccc(Br)cc2)no1)OCO3	-15
133	COCCCNC(=O)c1c(N)n(N=Cc2ccccn2)c2nc3ccccc3nc12	1
134	COc1ccccc1NC(=S)NC(=O)c1cc(OC)c(OC)c(OC)c1	2
135	CCOc1nn(CC)cc1C(=O)Nc1ccc2c(c1)OCCO2	-10
136	c1ccc(-c2nc(-c3cnccn3)n[nH]2)nc1	125*
137	O=C(Cc1cccs1)N1CCN(C[C@H](O)c2ccco2)CC1	-12

Assay outcomes: PubChem BioAssay, Small Molecule Screening Facility, UW Madison

The list is partial, so the mix of outcomes need not match the whole.
